Bioassay records (PubChem BioAssay)
Mtb FBA inh – Mtb fructose-bisphosphate aldolase inhibition; inhibition, % at 1 µM; AID 588726; purified M. tuberculosis FBA, fluorescence read-out; hit rate 2.3% among 360,000; P9WQA3; in the data active = inhibition above about 27%;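 also: 0% = vehicle and 100% = reference inhibitor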
Target sequence (P9WQA3 whole entry, looked up): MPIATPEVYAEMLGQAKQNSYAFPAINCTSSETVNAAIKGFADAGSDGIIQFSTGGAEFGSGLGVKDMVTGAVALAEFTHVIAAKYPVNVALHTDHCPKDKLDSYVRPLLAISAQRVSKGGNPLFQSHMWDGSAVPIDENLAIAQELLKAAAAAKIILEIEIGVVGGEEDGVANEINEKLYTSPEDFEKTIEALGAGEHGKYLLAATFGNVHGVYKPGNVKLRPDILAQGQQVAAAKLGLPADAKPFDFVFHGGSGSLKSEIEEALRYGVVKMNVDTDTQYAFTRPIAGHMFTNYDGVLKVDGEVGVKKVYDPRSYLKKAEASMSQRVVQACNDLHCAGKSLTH
Rv3671c protease – Rv3671c (M. tuberculosis) protease inhibition; inhibition, % at 5.96 µM; hit rate 0.048% among 320,000; AID 2606; in the data active = inhibition above about 38%;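 also: extracellular domain of Rv3671c used as enzyme; 0% = enzyme with DMSO and 100% = no enzyme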
Target sequence (P9WHR9 whole entry, looked up, the tested form may be a part): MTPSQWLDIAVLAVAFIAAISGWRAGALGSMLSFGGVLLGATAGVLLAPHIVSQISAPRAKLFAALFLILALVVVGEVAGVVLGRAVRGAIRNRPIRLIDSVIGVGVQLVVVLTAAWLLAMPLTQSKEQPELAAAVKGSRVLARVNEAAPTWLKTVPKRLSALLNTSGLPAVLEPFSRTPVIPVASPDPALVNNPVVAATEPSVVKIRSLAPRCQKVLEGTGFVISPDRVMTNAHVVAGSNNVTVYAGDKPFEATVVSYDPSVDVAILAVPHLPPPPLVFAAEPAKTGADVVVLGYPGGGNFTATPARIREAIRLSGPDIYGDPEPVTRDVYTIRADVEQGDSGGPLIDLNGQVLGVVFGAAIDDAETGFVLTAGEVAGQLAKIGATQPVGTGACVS
GDH-TPI counter – counter-screen for M. tuberculosis FBA inhibitors: GDH-TPI coupled enzymes. inhibition, % at 4.8 µM. hit rate 1.2% among 360,000. GDH-TPI coupled enzyme counterscreen, NADH absorbance; in the data active = inhibition above about 30%;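 also: 0% = DMSO wells and 100% = wells lacking the enzyme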
DUSP3 inh – blocks human VHR1 dual specificity phosphatase; P51452; recombinant VHR phosphatase, pNPP absorbance; inhibition, % at 13.3 µM; hit rate 0.52% among 290,000; AID 1654; in the data active = inhibition above about 50%; also: some compounds called inactive have numbers as strong as hits
Target sequence (P51452 whole entry, looked up): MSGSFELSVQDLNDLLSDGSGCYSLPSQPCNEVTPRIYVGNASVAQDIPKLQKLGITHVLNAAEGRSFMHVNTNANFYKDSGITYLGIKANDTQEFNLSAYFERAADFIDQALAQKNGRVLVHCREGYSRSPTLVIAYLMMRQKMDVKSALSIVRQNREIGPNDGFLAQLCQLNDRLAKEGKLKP
MazEF act – MazEF (E. coli) toxin RNase activation | P0AE70 | FAM/BHQ RNA-DNA oligo cleavage fluorescence, 5 h | activation, % at 20 µM | hit rate 0.32% among 350,000; in the data active = activation above about 50%
Target sequence (P0AE70 whole entry, looked up): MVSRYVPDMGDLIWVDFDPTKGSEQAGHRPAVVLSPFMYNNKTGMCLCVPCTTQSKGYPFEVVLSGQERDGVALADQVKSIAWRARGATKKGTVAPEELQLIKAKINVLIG
Mtb UGM inh – Mtb UDP-galactopyranose mutase inhibition. P9WIQ1. purified UGM, fluorescence polarization probe displacement. inhibition, % at 10 µM. hit rate 0.06% among 320,000; in the data active = inhibition above about 10%, passing the limit was not always enough
BH1578 lux ind – quorum light induction in luxS cqsA deficient V. cholerae | V. cholerae BH1578 lux reporter, luminescence, 6 h | activation, % at 18.7 µM | hit rate 0.16% among 350,000; in the data active = activation mostly above about 9.7%, no sharp cut-off; also: not every result past the cut was called active; inactives centre near 0; reference of the scale not given here
Mtb BioA inh – BioA (M. tuberculosis) enzyme inhibition; purified M. tuberculosis BioA enzyme, plate reader; inhibition, % at 9.99 µM; hit rate 0.096% among 360,000; in the data active = inhibition above about 40%
3CLpro inhibitor – SARS-CoV 3CLpro protease inhibition; recombinant SARS-CoV 3CLpro, quenched FRET peptide cleavage; inhibition, % at 6 µM; hit rate 0.14% among 290,000; AID 1706; in the data active = inhibition above about 12%
PriA SSB inh – blocks PriA binding to SSB C-terminal tail. inhibition, % at 33 µM. hit rate 0.6% among 430,000. AID 1272365. AlphaScreen SSBct-PriA binding, biotinylated peptide; in the data active = inhibition mostly above about 37%, no sharp cut-off; inactive = mostly below about 20%;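 also: plate controls were negative control peptide for no effect and reference peptide for full effect; strong numbers were not always called active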
An asterisk follows results filed as active; i = inactive; · = not tested or not shown; & = joins results of further samples.

Sequence of screens: Mtb BioA inh	PriA SSB inh	Mtb FBA inh	DUSP3 inh	3CLpro inhibitor	MazEF act	BH1578 lux ind	Rv3671c protease	Mtb UGM inh	GDH-TPI counter
- CC1=NOC2(C1)N(C)c1ccccc1C2(C)C (centres undefined)
  0.1	-10	1	6	4	3	-5.6	2	0.2	4
- Cc1ccc(Cn2nnc3c(=O)n(Cc4ccccc4C)cnc32)cc1
  -3.3	-12	-2	7	2	-2	i	-4	1.2	1
- Cc1nc(SCC(=O)NCc2ccccc2)c2oc3ccccc3c2n1
  0.2	-9	0	23	7	-14	·	-6	-1.1	7
- Cc1cc(-c2nn(C)c(=O)c3ccccc23)ccc1CNC(=O)NC1CCCCC1
  ·	-5	-5	16	9	-41	0.1	-6	-1.0	8
- Cc1ccccc1-n1nc2c(c1NC(=O)c1c(-c3ccccc3Cl)noc1C)CSC2
  -0.9	-16	1	21	9	1	i	-3	-2.6	8
- CCN(CC)CCN1C(=O)C(O)=C(C(=O)c2cc3cccc(OC)c3o2)C1c1ccc(F)cc1 (centres undefined)
  ·	-5	0	27	2	-22	-0.5	9	-2.6	12
- O=C(NCc1ccco1)C1CCN(C(=O)c2ccc([N+](=O)[O-])cc2)CC1
  1.1	-3	0	6	-6	0	i	-29	-2.6	1
- CC1CC(C)CN(C(=O)COC(=O)c2ccc(S(=O)(=O)N(C)c3ccccc3)cc2)C1 (centres undefined)
  0.2	-12	5	·	·	6	i	-5	0.6	-1
- Cc1ccc(S(=O)(=O)NCCC(c2ccccc2)c2ccco2)cc1 (centres undefined)
  0.3	-7	-2	-14	2	-1	-0.2	-5	-1.0	9
- CCCNC(=S)N1CC2(C)CN(C(=O)C(=O)OCC)CC(C)(C1)C2=O
  ·	-12	3	4	3	0	i	-15	0.7	-2
- COc1ccc(-c2oc3ccc(-c4ccc5c(c4)OCO5)cc3c2-c2ccc(OC)nc2)cc1
  -0.7	-4	-2	·	·	-12	-0.8	-11	-0.3	5
- C=CCOc1cccc(C(=O)NC(c2ccccc2)C(C)C)c1 (centres undefined)
  -3.0	-10	-4	21	-2	2	-0.3	2	-1.9	-2
- COc1cccc(NC(=O)C2CCN(S(=O)(=O)c3ccc(N4CCCC4=O)cc3)CC2)c1
  -0.5	·	1	·	·	10	-1.3	·	·	-7
- COc1ccc(OCc2cc(C(=O)N(C)Cc3nnc(C)o3)no2)c(Cl)c1
  0.7	-11	-3	-6	0	6	-0.4	0	-0.7	-13
- CCOC(=O)c1[nH]c(CSc2nnc(-c3ccncc3)n2CCOC)c(C(=O)OCC)c1C
  -1.3	-15	6	-1	3	5	-0.4	4	-0.4	7
- Nc1cc2[nH]c(=O)c3ccccc3c2cc1[N+](=O)[O-]
  ·	-5	-3	·	·	-15	i	·	·	16
- O=C(Nc1ccccc1OC(F)F)C1CC(=O)N(Cc2ccccc2)C1 (centres undefined)
  ·	-7	2	·	·	3	i	3	-2.3	-10
- CN(C)c1ccc(/C=C2\CCCc3c2nc2ccccc2c3C(=O)O)cc1
  -2.4	-2	-3	-29	5	-1	-0.3	1	-0.7	13
- COc1ccc(N2CC(C(=O)N[C@@H](C)C(=O)NC(C)c3ccccc3)CC2=O)cc1 (some centres undefined)
  -1.3	-9	-3	8	-5	-1	0.4	2	-1.0	4
- CCCCC(=O)N(CCC)CCC
  0.0	-3	2	13	0	2	-0.6	·	1.8	-1
- CC(=O)c1ccc(S(=O)(=O)N2CCN(c3nc(-c4cccnc4)nc4ccccc34)CC2)cc1
  -1.7	-3	-2	·	·	8	-0.2	-10	2.5	17
- CCn1nnc2cc(C(=O)NCCc3ccccc3F)ccc21
  ·	-9	2	7	-2	-24	i	-12	-3.5	9
- CCOC(=O)CCCCCCCCC(=O)Nc1ccc(-n2[nH]c(=O)cc2C)cc1
  ·	-17	4	·	·	1	-1.0	·	·	12
- N/C(Cn1cncn1)=N\NC(=O)C(=O)Nc1ccccc1
  -1.4	·	5	6	0	-7	2.0	-8	-0.1	3
- CC1(C(=O)NS(=O)(=O)c2ccccc2Cl)CCN1C(=O)CCc1ccccc1 (centres undefined)
  -0.8	·	4	·	·	·	-0.9	·	·	5
- C=CCN(c1ccccc1OC)S(=O)(=O)c1cccc(C(=O)NCC(c2ccc(OC)cc2)N2CCCC2)c1 (centres undefined)
  1.9	6	0	·	·	-31	-1.3	·	·	-1
- CCS(=O)c1scc(-c2ccc(Cl)cc2)c1C#N (centres undefined)
  ·	-4	-3	17	-6	5	-0.6	-7	6.5	3
- COc1ccc2c(c1)C(=O)/C(=C/C=C/c1ccccc1)CC2
  ·	4	1	-14	1	-4	2.9	-3	0.5	11
- O=C(NCc1ccccc1F)C1CCCN(S(=O)(=O)c2ccc(-n3cnnn3)cc2)C1 (centres undefined)
  -3.1	4	5	-8	6	-47	-1.2	-14	4.8	4
- Cc1ccc(OCC(=O)Nc2ccc(Cl)cc2C(=O)c2ccccc2)cc1
  -1.0	-9	-2	2	1	-2	0.6	-9	-1.0	1
- O=C1C2C3C=CC(C2C(=O)N1c1ccccc1O)C1C2C(=O)N(c4ccccc4O)C(=O)C2C31 (centres undefined)
  -0.2	-12	-3	36	2	2	-0.1	5	-2.7	-2
- CN1C(=O)C2C=CC1C1C(=O)N(c3ccccc3)C(=O)C21 (centres undefined)
  -0.8	6	0	-11	-2	0	i	-2	1.2	-10
- Cc1cc(C)cc(NC(=O)CSc2nnc(CNC(=O)c3ccco3)o2)c1
  -1.3	-9	-1	48	3	10	0.3	-8	0.1	6
- COc1ccc(-n2c(=O)[nH]c3cc(C(=O)NCCc4ccc(OC)c(OC)c4)ccc3c2=O)c(OC)c1
  -0.9	-16&7	-1	-13	-2	4	1.1	·	-1.5	-1
- N#Cc1cnc2sc3ccccc3n2c1=N
  2.1	-11	1	21	4	13	-0.4	11	1.5	23
- Cc1cc(C(C)(C)C)cc(C)c1Cn1c2[n+](c3ccc(C(F)(F)F)cc31)CCCCC2
  ·	10	2	17	4	16	i	0	2.9	-12
- COC(=O)C(N)Cc1ccc(O)cc1 (centres undefined)
  0.0	-13	-1	19	1	-12	i	-3	2.1	2
- COCCn1c(SCC(=O)Nc2cccc(F)c2)nc2c([nH]c3ccccc32)c1=O
  -0.1	-4	0	0	3	-10	i	-5	1.3	-4
- COc1ccc(C(CNC(=O)c2ccc(S(=O)(=O)N(C)C)cc2)N2CCCC2)cc1 (centres undefined)
  -5.6	-8	1	13	2	-10	-0.4	-3	-2.4	0
- COc1ccccc1N=c1c2c([N+](=O)[O-])cc([N+](=O)[O-])cc2n(O)n1-c1ccccc1OC
  ·	·	·	16	3	·	·	3	2.9	·
- O=C1NC[C@@H](Cc2cccc3ccccc23)N(CCC23CC4CC(CC(C4)C2)C3)C1=O
  -1.5	2	6	·	·	-13	-0.4	2	-0.5	10
- Cc1c(S(=O)(=O)Nc2cccc(Cl)c2)c(=O)n(C)c(=O)n1C
  -1.3	7	-2	32	-4	17	i	-1	0.6	-9
- CC(C)CNC(=O)c1cccc(NC(=O)Cc2ccc(Cl)cc2)c1
  -0.4	-2	3	-4	7	2	i	-2	3.8	16
- COCCSc1nnc(NC(=O)C2CCCCC2)s1
  -1.7	0	1	33	9	4	11	6	-2.2	4
- CSc1nnc2n(-c3ccccc3)c(=O)c3c4c(sc3n12)CCC4
  8.2	-7	-3	23	-2	-1	i	-3	1.0	-7
- Cc1cccc(CS(=O)(=O)Cc2ccc(C(=O)NCC3CCCO3)o2)c1 (centres undefined)
  ·	-13	8	-2	-4	7	-0.5	12	2.6	6
- O=C(COc1ccccc1F)Nc1cc(S(=O)(=O)Nc2cccc(Cl)c2)ccc1O
  -0.3	-10	-2	·	·	1	-5.7	-17	3.0	2
- O=C(OCC(=O)N1CCCc2ccccc21)c1ccccc1[N+](=O)[O-]
  -0.3	15	-2	·	·	3	4.0	-6	-0.1	-9
- Cc1ccc(OCC2Cn3c(nc4c3c(=O)[nH]c(=O)n4C)O2)cc1C (centres undefined)
  0.9	-11	0	-16	-1	8	1.2	-4	1.6	12
- CCSc1ncc(CO)c(N)n1
  0.2	2	2	13	2	4	-5.6	-4	-1.4	5

Next section.
Sequence of screens: Mtb BioA inh	PriA SSB inh	Mtb FBA inh	DUSP3 inh	3CLpro inhibitor	MazEF act	BH1578 lux ind	Rv3671c protease	Mtb UGM inh	GDH-TPI counter
- CN(C(=O)COC(=O)C1COc2ccccc2O1)C1(C#N)CCCCC1 (centres undefined)
  -2.8	0	1	·	·	5	3.0	-1	1.1	3
- O=C(NCC(=O)N(c1ccccc1F)C(C(=O)NC1CCCC1)c1ccco1)c1ccco1 (centres undefined)
  ·	6	3	5	0	-19	i	0	0.1	12
- COCCOc1ccc(C(F)(F)F)cc1NC(=O)Cc1ccc(S(=O)(=O)N2CCOCC2)s1
  -1.3	0	-2	·	·	-2	i	-11	3.6	-1
- CC(=O)Nc1ccc(NC(=O)c2cccc3ccccc23)cc1
  0.2	-8	0	60*	-3	12	i	-4	1.2	-6
- CS(=O)(=O)N(CC(=O)NCCSCc1cccc(Cl)c1)c1ccccc1F
  2.3	-4	0	-4	3	-2	i	1	-0.2	6
- Cn1nnnc1SCC(=O)Nc1ccccc1N1CCCCC1
  5.4	-1	4	31	-2	8	i	5	0.2	-3
- Cc1cc(Nc2ccccc2)n(-c2cccc(Cl)c2)n1
  -0.6	-28	1	10	8	10	·	1	-1.4	5
- CCCCC(=O)Nc1ccccc1N1CCOCC1
  ·	-3	4	12	-2	-12	-0.6	0	-0.8	4
- O=S(=O)(c1ccc(-c2nnc(SCc3nnc(-c4ccccc4)o3)o2)cc1)N1CCCC1
  1.5	-6	-7	24	-6	-12	-0.2	6	-0.4	0
- O=C1NC(=O)C(CCc2ccncc2)(Cc2cccc(Cl)c2Cl)C(=O)N1c1ccc(Br)cc1 (centres undefined)
  0.2	15	2	10	4	0	-0.3	-10	3.1	-4

Quoted at random: four compounds from above, in no set order.
Sequence of screens: Mtb BioA inh	PriA SSB inh	Mtb FBA inh	DUSP3 inh	3CLpro inhibitor	MazEF act	BH1578 lux ind	Rv3671c protease	Mtb UGM inh	GDH-TPI counter
- O=C1NC(=O)C(CCc2ccncc2)(Cc2cccc(Cl)c2Cl)C(=O)N1c1ccc(Br)cc1 (centres undefined)
  0.2	15	2	10	4	0	-0.3	-10	3.1	-4
- CS(=O)(=O)N(CC(=O)NCCSCc1cccc(Cl)c1)c1ccccc1F
  2.3	-4	0	-4	3	-2	i	1	-0.2	6
- COCCOc1ccc(C(F)(F)F)cc1NC(=O)Cc1ccc(S(=O)(=O)N2CCOCC2)s1
  -1.3	0	-2	·	·	-2	i	-11	3.6	-1
- Cc1cc(Nc2ccccc2)n(-c2cccc(Cl)c2)n1
  -0.6	-28	1	10	8	10	·	1	-1.4	5

(further entries)
Sequence of screens: Mtb BioA inh	PriA SSB inh	Mtb FBA inh	DUSP3 inh	3CLpro inhibitor	MazEF act	BH1578 lux ind	Rv3671c protease	Mtb UGM inh	GDH-TPI counter
- Cc1cccc(N2C(=O)/C(=C\c3ccc(OC(F)F)cc3)c3ccccc3C2=O)c1
  ·	9	0	13	2	5	-0.6	14	-1.3	5
- CC(=O)c1ccc(S(=O)(=O)N2CCN(CCOc3ccccc3)CC2)cc1
  -0.7	1	1	·	·	4	-1.2	1	0.7	-5
- CCN(CC)CCOc1ccccc1C(C)=O
  -1.5	2	0	33	-2	6	i	11	1.4	-4
- CCCCCn1c(=O)c(C(=O)Nc2cccc(C)c2)c(O)c2ccccc21
  -1.1	-12	0	-8	-4	-1	-0.1	-4	-2.7	22
- CCN(CC)c1ccc(C(=O)NC(=S)Nc2cc(S(=O)(=O)N3CCOCC3)ccc2-n2cncn2)cc1
  ·	1	0	-4	-7	0	-0.8	6	1.3	0
- CCOc1ccc(C(CC(=O)O)NC(=O)CCCOc2ccc(Cl)cc2C)cc1 (centres undefined)
  0.2	-7	-3	9	3	3	-0.5	8	5.3	0
- COc1cc(/C=C2\SC(=S)N(CC(=O)Nc3ccc(O)cc3)C2=O)cc(OC)c1OC
  ·	7	-2	56*	5	8	i	·	·	8
- O=C(Nc1ccc(N2CCCCC2)c(S(=O)(=O)Nc2ccccc2Cl)c1)c1cccnc1
  -0.4	-3	0	·	·	4	-8.3	-59	0.2	2

A portion of the library (hit frequency here may not be typical).
